Screening results: PubChem BioAssay, NMMLSC
ABCB1 inh – inhibitors of human ABCB1 transporter, ABCG2 counter-screen | AID 1326 | inhibition, % at 6.6 µM | CCRF-Adr cells, JC-1 efflux, flow cytometry | P08183 | 190,000 compounds, 0.067% hits; in the data active = inhibition above about 40%;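 note: 0% = vehicle and 100% = reference inhibitor; higher value means more JC-1 retained so stronger ABCB1 efflux block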
Bcl-W Bim block – inhibitors of Bim-Bcl-W interaction, human; bead-based flow cytometry, Bim peptide-Bcl-W binding; inhibition, % at 10 µM; 190,000 compounds, 0.02% hits; AID 952;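 note: 0% = bound tracer without compound and 100% = peptide blocker; higher means less fluorescent Bim peptide bound to Bcl-W beads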
Target sequence (Q92843 whole entry, looked up): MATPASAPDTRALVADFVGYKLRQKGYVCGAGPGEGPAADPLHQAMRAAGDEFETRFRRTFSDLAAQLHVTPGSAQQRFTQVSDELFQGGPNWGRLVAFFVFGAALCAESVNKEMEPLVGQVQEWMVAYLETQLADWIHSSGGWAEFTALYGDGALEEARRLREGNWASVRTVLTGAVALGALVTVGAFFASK
Bim-Bcl-B – inhibitors of Bim-Bcl-B interaction, human; Q9HD36; bead-based flow cytometry, Bim peptide-Bcl-B binding; inhibition, % at 10 µM; 190,000 compounds, 0.073% hits; AID 951;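 note: 0% = tracer peptide without compound and 100% = reference inhibitor peptide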
Target sequence (Q9HD36 whole entry, looked up): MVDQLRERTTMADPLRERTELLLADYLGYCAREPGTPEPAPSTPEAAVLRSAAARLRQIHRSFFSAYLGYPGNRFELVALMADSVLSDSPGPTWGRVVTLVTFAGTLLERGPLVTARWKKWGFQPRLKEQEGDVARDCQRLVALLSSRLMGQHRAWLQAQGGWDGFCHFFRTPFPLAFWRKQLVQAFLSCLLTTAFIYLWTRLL
Bcl-2 Bim block – inhibitors of Bim-Bcl-2 interaction, human | 190,000 compounds, 0.06% hits | Bead-based flow cytometry, Bim peptide-Bcl-2 binding | inhibition, % at 10 µM | P10415 | AID 950; in the data active = inhibition above about 40%; inconclusive = no clear call, values can overlap the other calls;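 note: 0% = no compound wells with probe peptide and 100% = reference peptide inhibitor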
Bim-Bfl-1 – disrupts Bim binding to human Bfl-1 | AID 1008 | inhibition, % at 10 µM | 190,000 compounds, 0.12% hits | Bead-based flow cytometry, Bim-Bfl-1 binding inhibition | Q16548;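 note: 0% = wells without compound plus tracer and 100% = blocker peptide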
RGS4-Gao reg – modulates binding of RGS4 to human Galphao. binding response (% of control), % at 10 µM. AID 1415. 220,000 compounds, 0.33% hits. Multiplexed bead flow cytometry; actives lie on both sides; in the data active = binding response below about 49% or above about 150%; inactive = in between;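 note: fluorescent Galphao activated with aluminum fluoride binding bead-coupled RGS4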
Target sequence (P09471 whole entry, looked up): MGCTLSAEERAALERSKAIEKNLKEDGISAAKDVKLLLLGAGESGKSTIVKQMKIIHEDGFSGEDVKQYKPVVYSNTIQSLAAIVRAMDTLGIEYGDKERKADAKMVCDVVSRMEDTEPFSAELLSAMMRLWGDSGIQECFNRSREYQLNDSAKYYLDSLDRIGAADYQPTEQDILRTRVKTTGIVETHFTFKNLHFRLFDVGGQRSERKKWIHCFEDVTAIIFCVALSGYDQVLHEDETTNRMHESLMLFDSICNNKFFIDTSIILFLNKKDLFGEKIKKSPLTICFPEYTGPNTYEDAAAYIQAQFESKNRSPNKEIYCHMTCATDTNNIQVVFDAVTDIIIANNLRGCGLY
GSH fluor – compound fluoresces at 488/530 nm on GSH beads; GSH beads flow cytometry, compound fluorescence 488/530 nm; stronger effect = higher value; fluorescence (KMESF) at 10 µM; 190,000 compounds, 0.25% hits; in the data active = fluorescence above about 89;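 note: glutathione beads carrying GST-tagged Bcl family fusion proteins plus one bare bead set; values are compound well signal with DMSO vehicle wells as background; inactives centre near 16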
RGS7-Gao reg – human RGS7-Galphao interaction regulation. P09471. Multiplexed bead flow cytometry, RGS7-Galphao binding; actives lie on both sides. binding response (% of control), % at 10 µM. 220,000 compounds, 0.35% hits; in the data active = binding response below about 49% or above about 150%; inconclusive = no clear call, values can overlap the other calls; inactive = in between;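 note: fluorescent Galphao held in activated GDP-AlF4 state binding bead-coupled RGS7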
Bcl-XL Bim block – inhibitors of Bim-Bcl-XL interaction, human | inhibition, % at 10 µM | Q07817 | 190,000 compounds, 0.04% hits | Bim peptide-Bcl-XL binding, bead flow cytometry, fluorescence
Target sequence (Q07817 whole entry, looked up): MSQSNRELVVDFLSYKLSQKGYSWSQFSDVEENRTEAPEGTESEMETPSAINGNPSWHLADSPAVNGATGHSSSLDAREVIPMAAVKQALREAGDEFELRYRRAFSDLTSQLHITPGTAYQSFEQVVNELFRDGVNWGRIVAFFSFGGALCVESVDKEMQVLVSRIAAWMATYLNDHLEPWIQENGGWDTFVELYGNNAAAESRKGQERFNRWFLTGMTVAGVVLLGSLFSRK
Avidin bead fluor – avidin bead compound fluorescence profile | Avidin beads, compound fluorescence 488/530 nm, flow cytometry; stronger effect = higher value | fluorescence (KMESF) at 10 µM | 220,000 compounds, 0.38% hits; in the data active = fluorescence above about 47; note: inactives centre near 10
ABCG2 inh – inhibitors of human ABCG2 transporter, ABCB1 counter-screen; inhibition, % at 6.6 µM; Q9UNQ0; IgMXP3 cells, JC-1 efflux, flow cytometry; 190,000 compounds, 0.1% hits;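 active = inhibition above 80%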;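 note: 0% = DMSO and 100% = nicardipine control wells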
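Incubation: cells with compound and JC-1, 10 min at 25 °C, rotating, no wash / Test system: IgMXP3 (ABCG2) plus far-red-tagged CCRF-Adr (ABCB1) cells / Compound dosing: one concentration, 6.6 µM final / Also added: JC-1 fluorescent substrate / Evaluation: efflux inhibition in percent versus controls / Detection: flow cytometry, 530 nm JC-1 signal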
* = called active by the depositor; ? = inconclusive; . = no result given. Cut-off read from the data, not from the text of the source, unless noted: active = inhibition above about 40%.

SMILES | ABCB1 inh | Bcl-W Bim block | Bim-Bcl-B | Bcl-2 Bim block | Bim-Bfl-1 | RGS4-Gao reg | GSH fluor | RGS7-Gao reg | Bcl-XL Bim block | Avidin bead fluor | ABCG2 inh
CN(C)c1nc(OCCOC(=O)COc2ccc(Cl)cc2Cl)nc(N(C)C)n1 | 2.1 | -4 | -10 | -13 | -23 | 97 | 24 | 100 | -11 | 43 | 25
O=S(=O)(N/N=C1/CCCc2ccccc21)c1ccc(Br)cc1 | 0.5 | -5 | -2 | -3 | -2 | 101 | 22 | 105 | -11 | 22 | 2
O=c1c2ccccc2nnn1Cc1ccc(Br)cc1 | 0.4 | 0 | -2 | -1 | -8 | 102 | 11 | 101 | -3 | 19 | 1
CCOC(=O)Cn1c(=NC(=O)c2nc3ccccc3s2)sc2cc(S(N)(=O)=O)ccc21 | -0.6 | -2 | -8 | 1 | 2 | 101 | 5 | 100 | -5 | 3 | -2
O=C(NCC1CCS(=O)(=O)C1)Oc1ccccc1 (stereo unspecified) | -0.2 | -5 | -7 | 0 | 0 | 108 | 16 | 108 | -1 | 13 | 0
CC(c1ccco1)N(C(=O)c1ccc(C#N)cc1)c1ccccn1 (stereo unspecified) | 0.1 | 1 | -5 | -1 | -7 | 105 | 15 | 105 | -2 | 6 | 0
Cn1c(=O)c2c(ncn2CC(=O)N/N=C/C(Cl)=C/c2ccccc2)n(C)c1=O | 0.7 | -5 | -4 | -4 | -4 | 99 | 10 | 101 | -9 | 5 | 12
Cc1ccc(S(=O)(=O)N(C)C)cc1-n1c(SCC(=O)Nc2ccc(F)cc2)nc2ccccc2c1=O | 1.9 | -5 | -5 | -2 | -3 | 101 | 19 | 105 | -9 | 11 | 0
CC1=CS(=O)(=O)CC1Sc1nc2ccccc2[nH]1 (stereo unspecified) | . | 2 | -6 | -3 | -9 | 106 | 17 | 104 | -2 | 5 | .
N#Cc1c(N)nc2c(c1-c1ccc3c(c1)OCO3)CCCCCC2 | 0.7 | 4 | -7 | -6 | -9 | 103 | 52 | 102 | 2 | 8 | 2
CCCCN(C(=O)NC(=O)Nc1cccc(C)c1C)S(C)(=O)=O | 0.3 | 2 | -7 | -8 | -11 | 101 | 45 | 98 | -7 | 9 | 7
Cc1ccc(C(C(=O)NC2CCCCC2)N2CCN(C(=O)c3ccco3)CC2)cc1 (stereo unspecified) | 1.3 | -2 | 0 | 0 | -2 | 100 | 8 | 100 | 2 | 10 | 3
Cc1ccc(-n2c(C)cc(C(=O)CN3CCOCC3)c2C)cc1C | 0.1 | -3 | -3 | -1 | -5 | 101 | 13 | 104 | -1 | 26 | 2
COc1ccc(-c2cc(C(F)F)n3ncc(C(=O)Nc4cc(C)on4)c3n2)cc1 | -0.6 | -1 | -2 | 0 | -3 | 100 | 13 | 101 | -2 | 8 | -2
CC(C)(C)N/N=C1\CC(c2ccccc2)Oc2ccccc21 (stereo unspecified) | 0.6 | -2 | -6 | -9 | -16 | 93 | 17 | 91 | -5 | 7 | 13
N#C/C(=C\c1ccc([N+](=O)[O-])cc1)c1ccccn1 | -0.1 | 3 | 0 | 0 | 3 | 98 | 9 | 98 | 3 | 9 | 25
Cn1c(CCC(=O)Nc2ccccc2F)nnc1SCC(=O)Nc1ccccc1Cl | 0.1 | -5 | -8 | -5 | -9 | 100 | 21 | 96 | -5 | 9 | -1
Cc1cccc(NC(=O)CSc2nnnn2-c2cccnc2)c1 | 0.7 | 1 | 0 | -2 | 0 | 99 | 9 | 100 | 2 | 11 | 6
CCOc1ccc(/C(CCC(=O)O)=N/NC(=S)NCCc2ccccc2)cc1 | 0.3 | 0 | -2 | -3 | -6 | 101 | 15 | ? | -2 | 14 | 4
CCc1ccccc1NC(=O)c1cc(-c2ccc(F)cc2)on1 | -0.3 | -3 | -4 | 0 | -5 | 99 | 10 | 103 | -4 | 5 | -1
CCOC(=O)c1ccc(Oc2ccc(C(F)(F)F)cn2)cc1 | 0.4 | 0 | -4 | -6 | -6 | 107 | 10 | ? | -1 | 17 | 2
O=C(Oc1ccc(-c2ccccc2)cc1)C1C2CCCCC21 (stereo unspecified) | 0.1 | -5 | -6 | -2 | -1 | 102 | 10 | 100 | -3 | 5 | 11
O=S1CCCSC1c1cccnc1 (stereo unspecified) | 0.5 | 4 | -4 | -4 | -2 | 101 | 10 | 106 | 0 | 10 | 6
Cc1cccc2c(C(=O)n3cccn3)cc(-c3ccccc3Cl)nc12 | -0.1 | -1 | -2 | -8 | 0 | 95 | 9 | 94 | -1 | 12 | 47
Cc1ccc(CC2CC(=O)N(c3nc(C)cc(C)n3)C2=O)cc1 (stereo unspecified) | -0.2 | 0 | -1 | -1 | 0 | 98 | 14 | 98 | 0 | 7 | 0
O=C(CCc1nnc(CCCCc2ccccc2)o1)N(CCO)Cc1ccccc1 | 0.7 | -7 | -1 | -3 | 1 | 107 | 15 | 113 | -3 | 6 | 1
CCS(=O)(=O)Nc1cccc(C(=O)CC2(O)C(=O)Nc3ccccc32)c1 (stereo unspecified) | -0.4 | -2 | -10 | -2 | -11 | 104 | 42 | 101 | -5 | 8 | 1
CC1=C(C(=O)Nc2ccccc2)C(c2ccc(C(C)C)cc2)N2C(=O)CSC2=N1 (stereo unspecified) | 0.1 | -1 | -10 | -13 | -18 | 103 | 16 | 104 | -9 | 7 | 1
O=C(/C=C/c1ccccc1)N/C(=C/c1ccccc1)C(=O)NCCO | -0.3 | 0 | 2 | 2 | 3 | 98 | 19 | 101 | 3 | 9 | -2
CC(C)COC(=O)c1ccc(NC(=O)C2C3C=CC(C3)C2C(=O)O)cc1 (stereo unspecified) | 0.8 | 3 | -1 | -1 | 1 | 104 | 9 | 100 | 0 | 15 | 3

Two compounds from above with just RGS7-Gao reg:
structure | RGS7-Gao reg
CCS(=O)(=O)Nc1cccc(C(=O)CC2(O)C(=O)Nc3ccccc32)c1 (stereo unspecified) | 101
CC1=C(C(=O)Nc2ccccc2)C(c2ccc(C(C)C)cc2)N2C(=O)CSC2=N1 (stereo unspecified) | 104

Other results:
SMILES | ABCB1 inh | Bcl-W Bim block | Bim-Bcl-B | Bcl-2 Bim block | Bim-Bfl-1 | RGS4-Gao reg | GSH fluor | RGS7-Gao reg | Bcl-XL Bim block | Avidin bead fluor | ABCG2 inh
COc1ccc(C(=O)C2CC2c2ccc3c(c2)OCO3)cc1 (stereo unspecified) | -0.5 | -3 | -1 | 0 | -1 | 101 | 72 | 103 | -5 | 10 | 3
Cc1ccsc1/C=N/NC(=O)C(N)=O | 0.1 | 0 | -9 | -3 | -9 | 103 | 16 | 97 | -2 | 10 | 0
CCNC(=S)N/N=C/c1c(Cl)cccc1Cl | 0.2 | -4 | -9 | -4 | -3 | 104 | 7 | 103 | -5 | 2 | 2
COc1cc2nc(=S)n3[nH]c(CCn4nc(C)cc4C)nc3c2cc1OC | -0.3 | 2 | -16 | -5 | -3 | 101 | 19 | 105 | -3 | 28 | 1
CCO/C=C1\C(=O)N(c2ccccc2)C(=O)c2ccccc21 | 0.4 | 0 | -1 | 0 | -1 | 98 | 7 | 96 | 0 | 14 | 3
COc1ccc(C2SCCN2C(=S)Nc2ccc(Cl)cc2)cc1 (stereo unspecified) | 0.5 | -1 | -7 | -5 | -10 | 102 | 17 | 102 | -5 | 18 | 3
Cc1cccc(NC(=O)c2ccccc2NC(=O)Cc2ccccc2)c1C | 0.5 | -4 | -4 | -4 | -5 | 106 | 17 | 102 | -3 | 23 | 1
CCSc1ccccc1C(=O)Nc1cc(C)on1 | 0.5 | -2 | -6 | -9 | -14 | 101 | 23 | 108 | -5 | 17 | 1
Fc1cnc(N2CCN(c3ccccc3)CC2)nc1N1CCN(c2ccccc2)CC1 | 1.1 | -2 | -4 | -2 | -2 | 101 | 24 | 102 | -3 | 5 | 20
Cc1[nH]n(-c2cccc([N+](=O)[O-])c2)c(=O)c1-c1ccccc1 | 0.5 | 0 | -3 | -1 | -4 | 97 | 10 | ? | -1 | 11 | 11
CCCOc1ccccc1N/C(=N/c1nc(C)cc(C)n1)NC(=O)COc1ccc(OC)cc1 | 0.7 | -6 | -10 | -10 | -15 | 103 | 24 | 100 | -10 | 11 | 11
CNc1sc(C(=O)c2ccccc2F)c(N)c1-c1nc2ccccc2s1 | 1.6 | 2 | -6 | -10 | -10 | 88 | 34 | 97 | 0 | 5 | 2
O=C(Nc1ccc(Cl)cc1C(=O)O)c1ccc2c(c1)C(=O)N(Cc1ccco1)C2=O | -0.9 | -7 | -2 | -2 | -2 | 104 | 24 | 108 | -5 | 12 | -2
COc1cc(C(=O)NCc2ccc(-n3cccc3)cc2)cc(OC)c1OC | 1.6 | 0 | 0 | -1 | -3 | 102 | 9 | 104 | -1 | 11 | 7
O=C(CSCc1cnn(-c2ccccc2)c1-n1cccc1)NCc1ccccn1 | 1.8 | 2 | -1 | -1 | -1 | 103 | 20 | 102 | 0 | 10 | 4
O=C(CSc1nc2ccccc2s1)NNC(=S)Nc1ccc(Br)cc1 | -0.3 | -1 | -1 | -4 | 1 | 102 | 17 | 102 | 0 | 11 | -1
COC(=O)c1cc(NC(=O)CSC2=NCCS2)cc(C(=O)OC)c1 | 0.9 | 1 | -1 | -2 | -4 | 89 | 14 | 88 | 0 | 9 | 5
Cc1c(Cl)c(C(F)(F)F)nn1CC(=O)NCc1ccco1 | -0.2 | -2 | -3 | 2 | -2 | 111 | 11 | 109 | -5 | 10 | 0
COc1ccc(OCCCC(=O)Nc2ccc3c(c2)OCCO3)cc1 | 0.1 | 0 | -8 | -8 | -6 | 102 | 10 | 98 | -5 | 11 | 2
O=C(NC1CC2CCC(C1)N2C(=O)NCc1ccccc1)C1CC1 (stereo unspecified) | 0.5 | -1 | -9 | -3 | -12 | 102 | 24 | 102 | -3 | 22 | 5
COc1ccc2c(c1)cc(C)c1nnc(SCC(=O)N(C)c3nc(-c4ccccc4)cs3)n12 | 1.5 | 2 | -10 | -6 | -15 | 101 | 31 | 99 | -3 | 13 | 5
O=C(Oc1ccc([N+](=O)[O-])cc1)c1ccc2ccccc2n1 | 0.2 | 8 | 0 | 6 | -8 | 100 | 23 | 104 | 21 | 11 | 1
CSc1ccccc1NC(=O)CN1CCCCC1C (stereo unspecified) | 0.2 | 1 | -4 | -2 | -6 | 102 | 10 | 100 | -1 | 24 | 0
O=C(C(Cl)Cl)N1c2ccccc2OCC1c1ccccc1 (stereo unspecified) | 0.2 | 0 | 0 | 1 | -1 | 95 | 15 | 98 | 0 | 35 | 1
Cc1ccc(NC(=O)c2ccc([N+](=O)[O-])cc2)cc1S(=O)(=O)N(C)C | 1.4 | -2 | -3 | -5 | -4 | 101 | 14 | 101 | -3 | 12 | 16
O=C(CNC(=O)c1cccs1)N/N=C/c1ccc(O)cc1O | 0.5 | 4 | 0 | 1 | -1 | 97 | 12 | 93 | 0 | 9 | 7
